Screens (PubChem)
Prostate diff: activators of LNCaP prostate cell differentiation; flow cytometry side scatter, 4 d; side scatter shift, % at 10 µM; 24,000 tested, 0.56% active;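 active = side scatter shift above 30%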;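 also: androgen-responsive LNCaP prostate cancer cells in charcoal-stripped serum medium; percent of cells past a gate set so DMSO wells show 10% shift; higher shift means more granular cells and more differentiation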
Jurkat autofluor: autofluorescence counter-screen for VLA-4 integrin assays. fluorescence ratio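 (tested at 10 µM compound in the well)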. Jurkat cells, compound autofluorescence, flow cytometry; hits give high values; 1 = vehicle-only cell background. 24,000 tested, 0.61% active;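 active = fluorescence ratio above 2.44, which is 1 plus 3 SD of all ratios; inconclusive = signal too bright to measure linearly, ratio around 10 or more; inactive = fluorescence ratio below 2.44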;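 also: green fluorescence of cells measured with 488 nm excitation and 530 nm emission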
VLA-4 antagonist: blocks LDV-FITC ligand binding to Mn2+-activated human VLA-4 integrin | P13612 | Jurkat cells, LDV-FITC binding with Mn2+, flow cytometry; 100% = Mn2+-driven binding gain fully reversed | inhibition, % at 10 µM (by protocol) | 24,000 tested, 0.2% active;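 active = inhibition above 50%; inconclusive = compound itself fluorescent, judged against control cell fluorescence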;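 also: 0% = Mn2+ stimulated cells lacking compound and 100% = ligand binding without Mn2+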
Target sequence (P13612 whole entry, looked up): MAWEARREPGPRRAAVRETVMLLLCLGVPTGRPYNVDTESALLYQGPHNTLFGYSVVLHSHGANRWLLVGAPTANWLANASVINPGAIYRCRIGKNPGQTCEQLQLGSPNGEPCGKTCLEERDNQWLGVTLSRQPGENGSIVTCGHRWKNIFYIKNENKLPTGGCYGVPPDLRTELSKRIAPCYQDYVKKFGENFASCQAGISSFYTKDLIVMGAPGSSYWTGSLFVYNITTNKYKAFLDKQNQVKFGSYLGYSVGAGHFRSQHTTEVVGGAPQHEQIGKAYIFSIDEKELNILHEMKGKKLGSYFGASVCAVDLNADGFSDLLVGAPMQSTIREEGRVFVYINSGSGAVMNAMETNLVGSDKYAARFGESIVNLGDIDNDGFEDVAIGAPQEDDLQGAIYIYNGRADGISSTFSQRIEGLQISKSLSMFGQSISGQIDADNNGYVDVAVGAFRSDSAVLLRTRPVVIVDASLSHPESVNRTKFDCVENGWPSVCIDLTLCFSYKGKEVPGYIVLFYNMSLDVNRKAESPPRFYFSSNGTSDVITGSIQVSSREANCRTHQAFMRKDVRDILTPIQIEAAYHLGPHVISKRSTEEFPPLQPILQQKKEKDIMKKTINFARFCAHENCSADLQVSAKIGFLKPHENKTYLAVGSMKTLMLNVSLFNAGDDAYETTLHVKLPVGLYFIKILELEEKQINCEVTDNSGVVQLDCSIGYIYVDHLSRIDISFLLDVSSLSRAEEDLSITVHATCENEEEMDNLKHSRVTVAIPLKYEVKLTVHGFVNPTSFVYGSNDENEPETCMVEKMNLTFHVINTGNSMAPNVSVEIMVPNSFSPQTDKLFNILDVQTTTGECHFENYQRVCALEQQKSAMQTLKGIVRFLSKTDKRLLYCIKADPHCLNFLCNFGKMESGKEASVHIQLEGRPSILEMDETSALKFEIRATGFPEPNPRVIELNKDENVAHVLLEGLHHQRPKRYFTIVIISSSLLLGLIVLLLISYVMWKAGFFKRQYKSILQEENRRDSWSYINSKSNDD
VLA-4 agonist: allosterically activates the human VLA-4 integrin. P13612. Jurkat cells, LDV-FITC binding, flow cytometry. activation, % at 10 µM (by protocol). 24,000 tested, under 10 active. AID 528;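 active = fluorescent ligand binding to cells raised by more than 40% of the manganese-induced maximum; inconclusive = compound's own fluorescence above 85% of the ligand control signal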;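 also: 0% = ligand binding without compound and 100% = manganese-stimulated maximal binding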
An asterisk follows results filed as active; ? = inconclusive. A portion of the library; the hit share may differ from the screen's.

Below each SMILES: Prostate diff	Jurkat autofluor	VLA-4 antagonist	VLA-4 agonist
CCCCCn1c(SCC#N)nc2cc(C(=O)NC3CCCCC3)ccc2c1=O
    13	1.1	?	?
CCOC(=O)Cn1c(=O)oc2cc(S(=O)(=O)NC3CCCc4ccccc43)ccc21 (configuration not stated)
    12	1.3	?	?
CCOC(=O)CSC1=Nc2ccccc2C2=NC(CC(=O)NCc3ccc4c(c3)OCO4)C(=O)N12 (configuration not stated)
    5	1.1	?	?
COc1cccc(CNC(=O)Cn2c(=O)oc3ccccc32)c1OC
    4	1	2	0
N#Cc1nc(COc2cccc(Cl)c2)oc1N1CCCC1
    10	1.1	1	-4
CCCC(=O)Nc1c2c(nn1-c1ccc(OC)cc1)CS(=O)(=O)C2
    4	1	-17	13
CC(=O)N1CCc2cc(Br)cc(S(=O)(=O)NCCCN3CCC(C)CC3)c21
    22	1	-9	-3
CCOC(=O)c1cc2sc(C)cc2n1CC(=O)NCc1ccc(F)cc1
    8	1	-2	2
O=S1(=O)Nc2c(ccc3cccnc23)-c2ccccc21
    21	1.1	34	10
O=C(CCNS(=O)(=O)c1cccc2nsnc12)NCCc1ccccc1
    5	0.99	36	-3
O=C(O)Cn1nnnc1SCC(=O)Nc1ccc(OC(F)(F)F)cc1
    17	1.1	-11	3
CC(C)OC(=O)CSc1nnc(-c2ccccn2)n1-c1ccccc1
    4	1	-18	-1
O=C(CN1CCN(c2ccc(F)cc2)CC1)c1ccc2c(c1)OCO2
    13	1	13	-1
CCOC(=O)C1CCCN(C(=O)c2ccc(CS(=O)(=O)c3ccc(C)cc3)o2)C1 (configuration not stated)
    8	1	1	5
Cc1cccc(NC(=O)Cn2cnc3sc(C)c(S(=O)(=O)N4CCC(C)CC4)c3c2=O)n1
    6	1.1	2	1
O=C(c1cccs1)N1CCN=C1SCc1ccccc1
    10	0.97	-27	-5
CCC1CCCCN1CCNS(=O)(=O)c1ccc2c(c1)oc(=O)n2C (configuration not stated)
    9	1.2	-11	3
CCOC(=O)C(C)Sc1ccc2nnc(-c3ccc(F)cc3)n2n1 (configuration not stated)
    2	1.2	?	?
N=c1c2c(n(Cc3ccc(Cl)c(Cl)c3)c3c1CCC3)CCCC2
    11	1.1	0	-6
CCCCC(CC)CNC(=O)c1[nH]c(C)c(C(C)=O)c1C (configuration not stated)
    9	1.1	-5	-3

(further entries)
Below each SMILES: Prostate diff	Jurkat autofluor	VLA-4 antagonist	VLA-4 agonist
O=C(Nc1c(C(=O)Nc2cccc(F)c2)oc2ccccc12)c1ccc2c(c1)OCO2
    17	1.1	14	-2
CC1(C)OC(=O)C(=CNCC(O)c2ccccc2)C(=O)O1 (configuration not stated)
    7	1.2	25	-8
COc1cccc(N2CCN(c3c4c(nc5ncnn35)CCC4)CC2)c1
    5	1	-10	0
C(=C\c1ccccc1)/CN1CCN(Cc2ccc3c(c2)OCCO3)CC1
    8	0.93	-13	-7
CCOC(=O)N1CCN(C(=O)Cn2ncn3nc(-c4cccs4)cc3c2=O)CC1
    5	1.2	-2	-1
Cc1cc(=O)oc(C)c1C(=O)NCCCN1CCN(c2ccc(F)cc2)CC1
    8	1	-5	0
Cn1nc(-c2ccc(C(=O)NCC3CCCO3)cc2)c2ccccc2c1=O (configuration not stated)
    10	1	-18	4
C=CCN1C(=O)/C(=C2\SC(N3CCOCC3)=NC2=O)c2cc(Br)ccc21
    18	1.2	15	-9
Cc1cccc(CN2CCN(C(c3ccccc3)c3ccc(Cl)cc3)CC2)c1 (configuration not stated)
    7	1.1	2	-12
Cc1cc(=O)oc2cc(Oc3ncccn3)ccc12
    3	1.1	-20	6
O=C(CCCn1c(=O)[nH]c2ccsc2c1=O)N1CCCCC1
    5	0.99	5	3
COc1ccc(-n2c(=O)cc(N3CCN(c4ccccc4OC)CC3)[nH]c2=O)cc1
    8	0.96	-8	9
O=C(CCc1ccccc1)N1CCN(CCO)CC1
    3	1.1	-34	3
Nc1c(-c2ccc(Cl)cc2)nnn1-c1ccccc1
    6	1.1	15	-9
COc1cc(OC)cc(-c2cc3nc(C)c(CCC(=O)NC(C)CCc4ccco4)c(C)n3n2)c1 (configuration not stated)
    8	0.98	-19	-9
CCOCCCNC(=O)C1CCN(C(=O)Nc2ccc(Cl)cc2)CC1
    6	1	-6	0
O=C(NCCN1CCc2ccccc2C1)C1CCN(S(=O)(=O)N2CCCCC2)CC1
    5	1	2	2
CCOC(=O)N1CCC(NC(=O)CSCc2nc(-c3cccc(OC)c3)oc2C)CC1
    12	1.1	-3	-2
CCOC(=O)C1CCN(C(=O)Cc2c(C(=O)O)[nH]c3ccccc23)CC1
    1	1.1	?	?
O=C(CCNS(=O)(=O)c1cccc2nsnc12)NC1CCN(Cc2ccccc2)CC1
    7	1	-4	1

Single values from above:
VLA-4 agonist with Cc1cc(=O)oc2cc(Oc3ncccn3)ccc12 → 6
VLA-4 antagonist with C=CCN1C(=O)/C(=C2\SC(N3CCOCC3)=NC2=O)c2cc(Br)ccc21 → 15

Going on with the list.
Below each SMILES: Prostate diff	Jurkat autofluor	VLA-4 antagonist	VLA-4 agonist
O=C(NC1CCCCCC1)c1cc(S(=O)(=O)N2CCC3(CC2)OCCO3)ccc1F
    9	1.1	10	-4
CCCc1cc(C(=O)Nc2ccc(C)cc2)no1
    3	0.98	12	7
O=C(Nc1ccc(OC(=O)c2cccnc2)cc1)c1cccnc1
    8	1.1	7	-4
CCn1cc(C(=O)NCC2COc3ccccc3O2)c2cc(OC)c(OC)cc2c1=O (configuration not stated)
    4	1	-9	-5
CCOC(=O)c1ccc(-c2c(C(=O)OCC)oc3cc(O)c(CC)cc3c2=O)o1
    15	1.1	-22	-4
COc1cc2ccccc2cc1-c1nnc(COc2ccccc2)o1
    2	1.2	?	?
COc1ccc2c(c1)CCc1c(C(=O)NCCCn3ccnc3)noc1-2
    4	0.97	18	12
CCOc1cc(NC(=O)c2ccco2)c(OCC)cc1NC(=O)Cc1cccc(OC)c1
    5	1.1	-12	2
CCCCNC(=O)OCCNC(=O)NC
    10	1	-12	1
O=C(Nc1ccc(Br)cc1F)C1CCN(c2nnc(-n3cccc3)s2)CC1
    8	1	-5	-3
Cc1[nH]c(=S)[nH]c(=O)c1CCOc1ccccc1
    5	0.99	-12	7
CCOc1cc(N2CCOCC2)c(OCC)cc1NC(=O)COC(=O)CCc1c[nH]c2ccccc12
    23	1.1	-13	-2
CCOc1ccc(-n2cc(C(=O)N3CCCCCC3)c3cc(OC)c(OC)cc3c2=O)cc1
    8	1	9	3
Cc1ccc(N2CCn3c2nc2c3c(=O)n(CCc3ccccc3)c(=O)n2C)cc1
    15	1.1	13	-1
COc1cccc(C2C(C#N)=C(N)OC3=C2C(=O)CC(c2ccco2)C3)c1OCc1ccc(F)cc1 (configuration not stated)
    8	1.1	7	-3
CC(=O)C1=C(N2CCCCC2)CCC1=O
    9	1	-8	1
COc1ccc(-c2nc(CS(=O)CC(=O)N3CCc4ccccc4C3)c(C)o2)cc1 (configuration not stated)
    11	1.2	?	?
O=C(CCNS(=O)(=O)c1ccc(Br)s1)NC1CCCC1
    14	1.1	2	-2
Nc1nc(N)c2nc(-c3ccccc3)c(N)nc2n1
    3	0.99	-17	3
Cn1c(C(=O)NCc2cccs2)cc2oc3ccccc3c21
    4	1.1	22	-9

(cont.)
Below each SMILES: Prostate diff	Jurkat autofluor	VLA-4 antagonist	VLA-4 agonist
COc1ccc(OC)c(S(=O)(=O)NCc2cn3ccsc3n2)c1
    4	1	14	5
Cc1cc(C)cc(NC(=O)CSc2nnc(CNC(=O)c3cccs3)o2)c1
    7	0.96	10	-1
C[C@H]1C[C@H]2[C@@H]3CCC4=CC(=O)C=C[C@]4(C)[C@@]3(Cl)[C@@H](O)C[C@]2(C)[C@@]1(O)C(=O)CO
    5	1.1	-32	5
CCN(CCNC(=O)C1CCN(S(=O)(=O)c2cccc3nsnc23)CC1)c1ccccc1
    4	1	5	2
CSc1nnc2c3ccccc3n(CCc3ccccc3)c2n1
    0	0.99	0	-2
O=C(NCCC1=CCCCC1)C1CCN(S(=O)(=O)c2cccs2)CC1
    7	1.1	0	-6
CC(NC(=O)c1cccnc1)C(c1cccs1)N1CCOCC1 (configuration not stated)
    8	1	-13	-3
Cc1cc(=O)n2[nH]c(-c3ccc(Cl)cc3)cc2n1
    6	1.1	-3	0
C/C(=N\S(=O)(=O)c1ccc(C)cc1)N1CCN(S(=O)(=O)c2ccccc2)C1
    2	1.1	1	-5
CNC(=O)CN1C(=O)CSc2nc(C)cc(C)c21
    5	0.94	-33	6
COc1ccc(-c2nnc3ccc(SCC(=O)NCc4ccco4)nn23)cc1
    12	1.2	-17	4
COc1ccc(CC(=O)Nc2c3c(nn2-c2cccc(C)c2C)CS(=O)C3)cc1OC (configuration not stated)
    14	0.97	-9	-2
CCOC(=O)c1nnn(-c2nonc2-c2ccccc2)c1C
    6	1.1	2	5
Cc1cc(C)n2c(Br)c(CSc3nc4ccccc4o3)nc2n1
    15	1.1	-8	-1
N#CC1=C(N)OC2=C(CCC/C2=C/c2ccoc2)C1c1ccoc1 (configuration not stated)
    8	2.5*	6	1
CCC(C)NC(=O)CSc1nc2ccc(N3CCOCC3)cc2c(=O)n1CCc1ccccc1 (configuration not stated)
    6	1.1	17	-1
CC(NS(=O)(=O)c1ccccc1)C(c1cccs1)N1CCN(C)CC1 (configuration not stated)
    8	0.94	2	0
CC(C)CCSc1nc2c(c(=O)[nH]c(=O)n2C)n1CCCc1ccccc1
    5	1.1	-9	0
Cc1ccccc1Cn1c(=O)c2c(nc3n2CCN3Cc2ccco2)n(C)c1=O
    0	1.1	9	2
O=C(CSc1nnc(-c2ccccc2)o1)NC1CCCCC1
    19	1	3	4

Not a retest: an excerpt of the list.
Below each SMILES: Prostate diff	Jurkat autofluor	VLA-4 antagonist	VLA-4 agonist
Cc1cc(=O)n2[nH]c(-c3ccc(Cl)cc3)cc2n1
    6	1.1	-3	0
C/C(=N\S(=O)(=O)c1ccc(C)cc1)N1CCN(S(=O)(=O)c2ccccc2)C1
    2	1.1	1	-5
CNC(=O)CN1C(=O)CSc2nc(C)cc(C)c21
    5	0.94	-33	6
COc1ccc(-c2nnc3ccc(SCC(=O)NCc4ccco4)nn23)cc1
    12	1.2	-17	4
COc1ccc(CC(=O)Nc2c3c(nn2-c2cccc(C)c2C)CS(=O)C3)cc1OC (configuration not stated)
    14	0.97	-9	-2
CCOC(=O)c1nnn(-c2nonc2-c2ccccc2)c1C
    6	1.1	2	5
Cc1cc(C)n2c(Br)c(CSc3nc4ccccc4o3)nc2n1
    15	1.1	-8	-1
N#CC1=C(N)OC2=C(CCC/C2=C/c2ccoc2)C1c1ccoc1 (configuration not stated)
    8	2.5*	6	1
CCC(C)NC(=O)CSc1nc2ccc(N3CCOCC3)cc2c(=O)n1CCc1ccccc1 (configuration not stated)
    6	1.1	17	-1
CC(NS(=O)(=O)c1ccccc1)C(c1cccs1)N1CCN(C)CC1 (configuration not stated)
    8	0.94	2	0
CC(C)CCSc1nc2c(c(=O)[nH]c(=O)n2C)n1CCCc1ccccc1
    5	1.1	-9	0
Cc1ccccc1Cn1c(=O)c2c(nc3n2CCN3Cc2ccco2)n(C)c1=O
    0	1.1	9	2

Following part:
Below each SMILES: Prostate diff	Jurkat autofluor	VLA-4 antagonist	VLA-4 agonist
CCOC(=O)C1CCCN(C(=O)c2ccc(CS(=O)(=O)c3ccc(Br)cc3)o2)C1 (configuration not stated)
    8	1.1	-9	-3
O=C(Cn1cc2c(n1)CCCC2)NCCCN1CCN(Cc2ccccc2)CC1
    5	1.1	?	?
CC1(C)OC(=O)C(=CNc2ccccc2F)C(=O)O1
    9	1	-18	4
Cc1c(C(=O)OC2CCC(C)CC2)[nH]c2c1C(=O)CCC2 (configuration not stated)
    6	1.1	-9	-3
CC(=O)Nc1c(C(=O)NCc2ccccc2)nnn1Cc1ccccc1
    12	0.96	-22	7
O=C(C1=C(O)C(=O)N(c2ncccn2)C1c1cccc(Cl)c1)c1ccco1 (configuration not stated)
    22	1.1	-5	-5
COc1ccc(S(=O)(=O)Cc2ccc(C(=O)N3CCN(Cc4ccccc4)CC3)o2)cc1
    10	0.96	-14	-5
O=C(CCn1c(SCC(=O)NCc2ccco2)nc2ccccc2c1=O)NCCc1ccccc1
    4	1.1	-5	6
Cc1c2cn[nH]c(=O)c2c(C)n1Cc1ccc(F)cc1
    2	2.2	?	?
CSc1nc(NC(C)(C)C)nc(Oc2ccc(=O)[nH]n2)n1
    16	0.98	-16	-4
Cc1nc2c(o1)CCc1ccccc1C2O (configuration not stated)
    3	1.1	-24	10
CCn1c(CNc2ccc(C)cc2)nnc1SCC(=O)NCc1ccccc1
    3	1	-38	2
COC(=O)C(O)(CC(=O)c1ccc(OC)cc1)C(F)(F)F (configuration not stated)
    10	1.1	2	4
COC(=O)c1ccc2c(c1)N(Cc1nc(-c3cccc(Cl)c3)oc1C)C(=O)C1CCCN21 (configuration not stated)
    3	1.2	9	8
CCOC(=O)c1c(C(F)(F)C(F)(F)C(F)(F)C(F)(F)F)n[nH]c1C
    10	1	-10	-3
O=C(O)C1C2C=CC(C3CC23)C1C(=O)NCCc1ccccc1 (configuration not stated)
    1	0.96	-8	2
